E-selectin induc – E-selectin induction on HUVECs | activation, % at 7.58 µM | hit rate 0.37% among 260,000 | P16581 | HUVEC E-selectin immunofluorescence imaging; normalized: neutral wells 0, TNF-alpha wells 100;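 active = mean E-selectin-positive cell signal at least 10% of the positive control, reached in at least 60% of replicates, without over 20% cell loss; inconclusive = no rule given, readout overlaps actives, possibly toxicity-flagged; inactive = the rest, including those meeting only one limit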;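 also: in these data hits start at about 27%; measured in HUVEC primary endothelial cells; signal is the percent of cells scored E-selectin positive by PE staining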
Target sequence (P16581 whole entry, looked up): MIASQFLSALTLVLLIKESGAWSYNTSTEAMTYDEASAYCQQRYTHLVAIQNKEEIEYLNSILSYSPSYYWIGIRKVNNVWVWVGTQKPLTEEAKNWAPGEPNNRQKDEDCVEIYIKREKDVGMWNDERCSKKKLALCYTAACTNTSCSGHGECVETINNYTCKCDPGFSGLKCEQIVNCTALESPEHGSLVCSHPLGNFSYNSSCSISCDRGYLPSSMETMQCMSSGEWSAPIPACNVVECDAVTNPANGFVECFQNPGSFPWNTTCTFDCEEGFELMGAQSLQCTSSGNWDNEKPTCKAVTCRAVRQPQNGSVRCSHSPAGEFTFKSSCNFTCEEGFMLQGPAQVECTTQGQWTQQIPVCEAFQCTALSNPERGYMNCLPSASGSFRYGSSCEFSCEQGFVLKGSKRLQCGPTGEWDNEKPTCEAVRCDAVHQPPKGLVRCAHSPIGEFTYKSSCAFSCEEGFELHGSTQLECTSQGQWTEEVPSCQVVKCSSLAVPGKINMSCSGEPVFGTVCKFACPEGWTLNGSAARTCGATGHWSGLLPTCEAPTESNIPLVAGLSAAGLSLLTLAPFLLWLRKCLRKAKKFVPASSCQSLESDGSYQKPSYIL
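Read-out basis: % PE-positive cells; Test system: HUVEC primary endothelial cells; Technique: immunofluorescence imaging; Dosing: single-point compound dose.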
Casp6 inh – blocks human caspase-6 cleavage activity; AID 686996; purified caspase-6, Z-VEID-R110 cleavage fluorescence; inhibition, % at 12.5 µM; P55212; hit rate 0.53% among 350,000;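 active = mean inhibition across replicates at least about 35%, with every replicate also reaching that limit, limit read from the data; inconclusive = only one of the two criteria met; inactive = neither criterion met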;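 also: 0% = median of neutral control wells and 100% = no fluorescence left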
RAD52 anneal inh – blocks human RAD52 DNA annealing; hit rate 0.46% among 360,000; AID 651710; P43351; recombinant RAD52 DNA annealing, FRET fluorescence; inhibition, % at 18.7 µM;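 active = every replicate showing at least 50% inhibition; inconclusive = mean inhibition at least 50% but not in every replicate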
Target sequence (P43351 whole entry, looked up): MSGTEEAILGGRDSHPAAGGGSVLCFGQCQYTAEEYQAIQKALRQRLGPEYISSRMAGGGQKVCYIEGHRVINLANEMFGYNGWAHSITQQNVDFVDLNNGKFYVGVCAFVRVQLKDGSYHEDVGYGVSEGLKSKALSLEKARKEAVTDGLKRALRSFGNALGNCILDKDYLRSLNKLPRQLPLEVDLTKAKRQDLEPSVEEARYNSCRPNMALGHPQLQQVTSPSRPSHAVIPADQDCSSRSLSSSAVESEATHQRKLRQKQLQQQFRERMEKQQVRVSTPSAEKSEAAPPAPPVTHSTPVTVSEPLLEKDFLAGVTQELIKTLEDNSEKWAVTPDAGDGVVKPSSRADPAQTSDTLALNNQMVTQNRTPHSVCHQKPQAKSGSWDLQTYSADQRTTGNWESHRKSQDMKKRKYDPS
PglD inh – PglD (C. jejuni) enzyme inhibition. purified PglD enzyme, DTNB colorimetric CoA detection. inhibition, % at 12.5 µM. hit rate 0.098% among 360,000. AID 602405; in the data active = inhibition above about 16%, passing the limit was not always enough; inconclusive = no clear call, values can overlap the other calls; also: strong numbers were not always called active
ERp5 block – blocks human ERp5 reductase activity on insulin. hit rate 0.05% among 350,000. ERp5 insulin aggregation, absorbance 650 nm, 90 min. inhibition, % at 9.99 µM;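 active = mean replicate inhibition above about 25%, with every replicate also reaching it, limit read from the data, passing the limit was not always enough; inconclusive = only one of those two criteria met; inactive = neither criterion met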
RAD54 branch – inhibitors of human RAD54 branch migration | inhibition, % at 10.4 µM | RAD54 Holliday junction branch migration, FAM/BHQ fluorescence | hit rate 0.14% among 360,000 | Q92698;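 active = mean normalized replicate activity at least 40 and at least half of replicates scoring 40 or more; inconclusive = only one of the two criteria met; inactive = mean below 40 and under half of replicates reaching 40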;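 also: 0% = median of neutral control wells and 100% = median of positive control wells; inhibitors cause a drop in the FAM fluorescence signal; in these data hits start at about 50%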
esBAF inh – SWI/SNF esBAF complex inhibition; mouse ES cells, Bmi1-luciferase knock-in reporter, 24 h; 100% = twice the neutral-well signal; hit rate 2% among 350,000; reporter increase, % at 12.5 µM; AID 602393; in the data active = activation above about 40%; inconclusive = no clear call, values can overlap the other calls;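 also: 0% = median of the plate's neutral control wells and 100% = double that signal; a rise in the Bmi1 reporter signal indicates esBAF inhibition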
ARNT-TACC3 inh – ARNT/TACC3 interaction disruption; AlphaScreen His-ARNT PAS-B/GST-TACC3 binding, luminescence; TACC3 fragment carries E629A point mutation; inhibition, % at 9.99 µM; AID 623870; hit rate 0.66% among 390,000;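 active = mean inhibition of replicates at least 50% and at least half of replicates each reaching 50%; inconclusive = half or more replicates reach 50% but mean below 50%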;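 also: 0% = complete ARNT plus TACC3 wells and 100% = ARNT alone without TACC3; many hits fall short of the cut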
Active calls of the source: *; ? = inconclusive; / = not tested or not shown.

Order of results – E-selectin induc	Casp6 inh	RAD52 anneal inh	PglD inh	ERp5 block	RAD54 branch	esBAF inh	ARNT-TACC3 inh
O=C(CN1C(=O)c2ccccc2S1(=O)=O)Nc1ccccn1
  -0.3	-1	-5	0	3	-1	-6	-1
O=C(c1ccc2c(c1)N(Cc1ccccc1F)C(=O)c1ccccc1S2)N1CCOCC1
  0.0	2	-33	/	-1	/	/	/
COc1ccc(NC(C)=O)cc1S(=O)(=O)NC(Cc1ccccc1)C(=O)NC(C)c1ccccn1 (centres undefined)
  /	2	-11	4	-7	6	1	/
COc1ccc(NC(=O)N(C)C[C@@H]2Oc3c(NS(=O)(=O)c4cccs4)cccc3C(=O)N([C@@H](C)CO)C[C@@H]2C)cc1
  1.5	-4	-5	-2	1	-2	-4	-11
COc1ccc(C2CC(c3cc(Br)ccc3F)n3nnnc3N2)cc1 (centres undefined)
  /	/	/	-1	/	7	-5	-3
CCNC(=O)CSc1nnc(-c2cccc(S(=O)(=O)N(CC)CC)c2)n1CCc1ccccc1
  /	-1	7	3	1	-3	-11	3
O=C(Nc1nsc(-c2ccccc2)n1)c1ccc(F)cc1
  0.0	-1	-10	-2	-10	0	34	-2
Cc1ccc(S(=O)(=O)N(C)CC(=O)O/N=C(\N)c2cccc([N+](=O)[O-])c2)cc1
  /	/	/	-3	/	6	5	7
O=C(O)c1cccc(NC(=O)c2ccc(S(=O)(=O)c3ccccc3)cc2)c1
  -2.0	1	1	/	0	/	/	1
CC(C)C1N(c2ccccc2)C(N)=C(C#N)C1(C#N)C#N (centres undefined)
  /	/	/	1	/	-15	3	-1
CN(C)CCn1c2c(c(SCC(=O)Nc3cccc4ccccc34)nc1=O)CCC2
  -0.1	0	2	0	-2	-4	-7	-1
O=C(c1cccc(S(=O)(=O)N2CCN(c3ccc(F)cc3)CC2)c1)N1CCCCCCC1
  0.1	-126	11	2	2	17	-6	7
CC(C)NC(=O)N(C)C[C@H]1Oc2ncc(C#CC3CCCC3)cc2C(=O)N([C@@H](C)CO)C[C@@H]1C
  -2.5	4	2	-3	-3	0	-1	-6
Cc1ccc(S(=O)(=O)NCC[C@H]2CC[C@@H](NC(=O)C3CCOCC3)[C@@H](CO)O2)cc1
  0.6	-2	15	-1	4	-1	-3	13
CCOC(=O)N1CCN(C(=O)c2oc3ccc(S(=O)(=O)N4CCCCC4)cc3c2C)CC1
  /	/	/	-1	/	-3	9	3
COc1ccc(S(=O)(=O)N(C)C[C@@H]2Oc3ccc(NC(=O)Nc4ccc(C(F)(F)F)cc4)cc3C(=O)N([C@H](C)CO)C[C@H]2C)cc1
  1.1	1	-14	-3	12	?	-1	12
C[C@@H]1CN([C@H](C)CO)S(=O)(=O)c2ccc(C#CC3CC3)cc2O[C@H]1CN(C)C(=O)CC1CC1
  0.0	1	14	-2	-3	-5	5	2
CC(C)NC(=O)Nc1ccc2c(c1)C(=O)N(C)[C@@H]1CC[C@H](CC(=O)NCC3CCCCC3)O[C@H]1CO2
  0.1	-2	9	4	-4	-13	-6	7
C=CCn1c(=NC(=O)CN2C(=O)CCC2=O)sc2cccc(OC)c21
  -2.2	3	-4	-1	-1	-1	-2	-10
COc1ccccc1-c1ccc([C@H]2[C@@H](CO)N3CCCCN(S(=O)(=O)c4cn(C)cn4)C[C@@H]23)cc1
  -0.3	5	-1	0	1	-8	7	3
COc1ccc(CN2CCN(Cc3nc4ccccc4s3)CC2CCO)c(C)c1C (centres undefined)
  -1.4	-1	-22	/	2	/	/	4
CCC(O)CC(C(=O)NNc1ccccc1)C(=O)NNc1ccccc1 (centres undefined)
  /	0	-17	/	0	/	/	-4
C[C@@H]1CCCCO[C@@H](CN(C)S(=O)(=O)c2cccs2)[C@H](C)CN([C@H](C)CO)C(=O)c2cc(NC(=O)NC3CCCCC3)ccc2O1
  0.0	/	/	-1	/	0	5	10
CCC1CCc2c(c3ccccc3[nH]c2=O)O1 (centres undefined)
  /	/	/	-10	/	-6	-2	-7
Cc1ccccc1/[N+]([O-])=C/c1ccncc1
  /	/	/	3	/	5	-1	0
COCCNc1nc(-c2cc(-c3ccccc3)on2)cc(C(C)C)n1
  0.2	/	/	3	/	-5	-3	-8
CCC1(CC)NC(=O)N(CC(=O)OCC(=O)Nc2cc(C)ccc2C)C1=O
  0.3	/	/	0	/	-27	-2	-13
C[C@H](CO)N1C[C@H](C)[C@@H](CN(C)C(=O)C2CCCCC2)Oc2ncc(-c3ccncc3)cc2C1=O
  0.1	-2	-6	3	9	-5	-2	-9
Cc1cc(C)c2c(c1)-c1c(ssc1=S)C(C)(C)N2C(=O)CN1C(=O)c2ccccc2C1=O
  7.3	/	/	-5	/	1	2	6
C=C(C)C1CC=C(CN2CCN(Cc3ccccc3)CC2)CC1 (centres undefined)
  /	0	-6	5	1	-20	0	-10
CN(c1ccccc1)S(=O)(=O)c1cccc(C(=O)NC2CC(C)(C)NC(C)(C)C2)c1
  -0.3	3	-10	-5	-10	6	4	-5
O=[N+]([O-])c1ccccc1S(=O)(=O)Nc1ccc(-c2ccc(N3CCCC3)nn2)cc1
  -0.1	-3	-12	5	-2	-3	31	3
COc1ccc(Cl)cc1-c1cc(C(=O)Nc2ccc(C)c(NS(C)(=O)=O)c2)[nH]n1
  1.4	-4	-11	8	3	3	-3	/
COc1ccc(NS(=O)(=O)c2ccc3[nH]c(=O)[nH]c3c2)cc1
  /	1	-17	3	2	-6	-1	1
Cc1cccc(NC(=O)c2ccc3nc(N4CCOCC4)sc3c2)c1C
  0.2	-3	3	/	-3	-3	-12	-15
O=c1nc2ccc(Cl)cn2c2ccc(S(=O)(=O)N3CCCCC3)cc12
  /	92*	-27	1	-1	-23	6	-3
CCCn1c(NCc2cccc(OC)c2O)nc2ccccc21
  /	/	/	4	/	6	25	-9
O=C(CSc1nnc(COc2ccc(Cl)cc2)o1)N1CCCCC1
  0.0	2	-12	1	3	-5	3	-4
CCCc1ccc(NC(=O)C2CCCN(c3cnccn3)C2)cc1 (centres undefined)
  /	-1	-15	1	7	1	16	1
COc1cccc(N(CC(=O)NCCSCc2ccc(C)cc2)S(C)(=O)=O)c1
  /	1	-30	-7	-5	-2	9	-3
Fc1ccc(NC2=NCCCCC2)cc1
  4.4	-2	-2	/	3	/	/	-8
CC(CC(=O)Nc1ccc2c(c1)OCO2)c1ccccc1 (centres undefined)
  /	0	-10	-1	?	-8	17	-5
Cc1ccc(S(=O)(=O)Nc2ccc3c(c2)C(=O)N([C@H](C)CO)C[C@H](C)[C@@H](CN(C)S(=O)(=O)c2cn(C)cn2)OCCCC[C@H](C)O3)cc1
  -0.1	2	-37	1	-2	1	-7	-5
Cc1c(NC(=O)c2cnn3c2NC(c2ccco2)CC3C(F)(F)F)c(=O)n(-c2ccccc2)n1C (centres undefined)
  /	/	/	2	/	-5	2	13
O=S(=O)(N[C@H]1CC[C@@H](CCn2cc(-c3ccccc3F)nn2)O[C@H]1CO)c1ccc(Cl)cc1
  -0.4	7	13	-2	0	2	13	2
COc1ccc(C(CNC(=O)c2cc(SC)ccc2Cl)N(C)C)cc1 (centres undefined)
  -0.5	0	-10	4	3	2	-3	/
O=C(CCNS(=O)(=O)c1ccc(Cl)cc1)N1CCN(c2ccccn2)CC1
  /	-4	3	6	-9	5	-6	/
CNC[C@H]1OCCCC[C@H](C)Oc2ccc(NS(=O)(=O)c3ccc(F)cc3)cc2C(=O)N([C@@H](C)CO)C[C@H]1C
  -0.2	-2	-9	5	4	4	3	-3
Cc1ccc(S(=O)(=O)N2CCN(C(C)C)CC2)cc1
  /	0	-2	5	0	9	/	/
Cc1ccc(S(=O)(=O)N(C)C[C@@H]2OCCCC[C@@H](C)Oc3ccc(NS(=O)(=O)c4ccc(Cl)cc4)cc3C(=O)N([C@@H](C)CO)C[C@@H]2C)cc1
  -0.1	-1	-6	-2	0	-13	5	-1
CN1[C@@H]2c3ccc(-c4cccnc4)c(=O)n3C[C@@H]2[C@@H](CO)[C@@H]1C(=O)NCC1CCCCC1
  -0.5	0	6	-2	3	-8	-3	-2
COc1cccc(S(=O)(=O)N[C@H]2CC[C@@H](CC(=O)NCc3ccccc3)O[C@@H]2CO)c1
  -0.3	2	6	3	-2	-3	3	-3
CCCNC(=O)c1ccc(C2SCC(=O)N2CCc2ccccc2)cc1 (centres undefined)
  /	4	-8	1	4	-1	/	-3
CC(C)N1CCc2c(sc(NC(=O)c3ccc([N+](=O)[O-])o3)c2C(N)=O)C1
  -0.6	11	32	-3	11	19	-74	-11
COc1ccc2nc(C)cc(SCC(=O)N3CCCCC3)c2c1
  /	1	-7	/	-5	/	/	-9
COc1ccc(OC)c(C(c2c(C)[nH][nH]c2=O)c2c(C)[nH][nH]c2=O)c1
  -0.1	5	-6	-4	0	6	-4	13
C[C@@H]1CN(C(=O)c2nc3ccc(Cl)cn3c2CN(C)CCc2cnn(C)c2)C[C@H](C)O1
  /	-1	-18	5	4	-6	-5	-5
O=C(Nc1ccon1)c1cccc(S(=O)(=O)N2CCCCC2)c1
  0.1	0	-3	/	5	/	14	0
C=CCNc1nnc(Sc2ncccc2[N+](=O)[O-])s1
  /	0	4	/	-1	/	/	-2
CC1(c2ccc(OC(F)F)cc2)NC(=O)N(CC(=O)Nc2ccccc2)C1=O (centres undefined)
  /	2	-6	1	3	5	17	12

Further structures:
Order of results – E-selectin induc	Casp6 inh	RAD52 anneal inh	PglD inh	ERp5 block	RAD54 branch	esBAF inh	ARNT-TACC3 inh
O=C(/C=C/c1ccccc1)NC(=S)NNS(=O)(=O)c1ccccc1
  /	3	-20	/	12	/	/	5
C[C@H]1CN([C@@H](C)CO)S(=O)(=O)c2ccc(C#CCN(C)C)cc2O[C@H]1CN(C)Cc1ccccc1
  -0.2	-45	4	2	-8	2	-8	4
C[C@H]1CN([C@@H](C)CO)C(=O)c2cc(C#Cc3ccccc3F)cnc2O[C@H]1CN(C)C(=O)C1CCOCC1
  0.0	3	-6	-4	1	-2	-5	-6
COc1ccc(CCN=C(N)NS(=O)(=O)c2ccc(F)cc2)cc1OC
  1.2	-1	4	-3	4	-15	14	2
O=C(O)C[C@H]1CC[C@@H](NC(=O)CCN2CCCCC2)[C@@H](CO)O1
  0.3	2	-7	/	-3	/	/	/
CC1(C)CC(=O)C2=C(C1)Nc1ccccc1NC2c1cccnc1 (centres undefined)
  /	1	-10	1	3	-7	/	/
COc1ccc(-n2ncc3c2CC(C)(C)CC3NC(=O)c2cn[nH]c2)cc1 (centres undefined)
  -0.2	2	-7	-1	-1	-3	-9	/
COc1ccc(NC2CCCN(C(=O)C3=NN(C)C(=O)CC3)C2)cc1OC (centres undefined)
  /	11	-14	-1	-2	-12	-2	-2
O=S(=O)(NCC1CC1)c1cccc(S(=O)(=O)N2CCCC2)c1
  /	/	/	-9	/	1	2	18
O=[N+]([O-])c1ccccc1S(=O)(=O)N(CC(O)CN1CCCCC1)c1ccccc1 (centres undefined)
  /	-1	-7	1	3	-3	-12	3
CCc1nc2nc(C)c(NS(=O)(=O)c3ccc(F)cc3)c(=O)n2[nH]1
  0.2	0	4	4	4	-6	3	-6
C[C@H](CO)N1C[C@H](C)[C@@H](CN(C)Cc2ccc(-c3ccccc3)cc2)Oc2ccc(NC(=O)Nc3cccc4ccccc34)cc2C1=O
  -0.1	-1	12	2	1	6	1	4
